GPR151 activ: activators of human GPR151; AID 1508602; activation, % at 11.2 µM; PathHunter beta-arrestin GPR151 cells, luminescence; 1% of 650,000 active; in the data active = activation above about 4.9%;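 also: 0% = median of compound wells and 100% = cells with positive control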
Target sequence (Q8TDV0 whole entry, looked up): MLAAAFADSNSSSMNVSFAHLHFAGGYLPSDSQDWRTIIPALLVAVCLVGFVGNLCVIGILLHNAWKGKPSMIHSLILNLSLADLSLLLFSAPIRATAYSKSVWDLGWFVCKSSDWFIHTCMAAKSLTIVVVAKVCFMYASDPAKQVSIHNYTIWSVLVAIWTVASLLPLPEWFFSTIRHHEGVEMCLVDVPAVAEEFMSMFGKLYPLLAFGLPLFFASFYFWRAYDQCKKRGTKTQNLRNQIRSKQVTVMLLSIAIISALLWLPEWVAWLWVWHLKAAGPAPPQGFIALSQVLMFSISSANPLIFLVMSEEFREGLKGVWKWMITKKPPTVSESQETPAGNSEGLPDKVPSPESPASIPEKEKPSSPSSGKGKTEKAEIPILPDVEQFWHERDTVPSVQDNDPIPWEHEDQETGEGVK
MITF inh: inhibitors of human MITF. O75030. AlphaScreen MITF homodimerization, bead proximity signal. inhibition, % at 2.6 µM. 0.91% of 650,000 active; in the data active = inhibition above about 50%;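 also: 0% = vehicle wells with protein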
FBW7 activator: human FBW7 E3 ligase activation, primary screen. AlphaScreen FBW7–phospho-cyclin E peptide binding, activator screen. normalized activity (activation), % at 26.1 µM. 0.13% of 650,000 active. Q969H0. AID 1259310; in the data active = normalized activity above about 1.9%;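 also: purified mutant Fbw7 with reduced substrate affinity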
Target sequence (Q969H0 whole entry, looked up): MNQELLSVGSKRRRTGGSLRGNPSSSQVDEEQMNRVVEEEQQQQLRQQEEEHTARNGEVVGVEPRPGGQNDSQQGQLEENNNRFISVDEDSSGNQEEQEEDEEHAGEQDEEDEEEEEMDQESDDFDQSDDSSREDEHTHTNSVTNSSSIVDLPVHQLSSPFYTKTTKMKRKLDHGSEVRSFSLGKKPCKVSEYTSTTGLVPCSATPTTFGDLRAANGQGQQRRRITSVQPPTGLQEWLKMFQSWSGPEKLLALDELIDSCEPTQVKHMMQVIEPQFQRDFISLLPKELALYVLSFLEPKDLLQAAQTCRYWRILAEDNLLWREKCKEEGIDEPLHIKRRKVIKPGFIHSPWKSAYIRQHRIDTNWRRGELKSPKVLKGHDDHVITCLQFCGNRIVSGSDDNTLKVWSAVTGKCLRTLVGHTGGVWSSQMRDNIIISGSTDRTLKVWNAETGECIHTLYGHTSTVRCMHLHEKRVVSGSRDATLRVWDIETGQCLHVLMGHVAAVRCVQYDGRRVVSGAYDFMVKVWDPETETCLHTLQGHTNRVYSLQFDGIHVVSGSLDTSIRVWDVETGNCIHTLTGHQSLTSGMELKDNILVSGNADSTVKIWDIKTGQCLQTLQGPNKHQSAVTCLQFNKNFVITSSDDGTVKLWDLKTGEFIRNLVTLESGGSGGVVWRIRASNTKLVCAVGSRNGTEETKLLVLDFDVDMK
TEAD-YAP block: TEAD-YAP interaction inhibition. HEK-TIYL cells, TEAD-Gal4/YAP UAS-luciferase luminescence. inhibition, % at 9.12 µM. 1.4% of 640,000 active. AID 1259422; in the data active = inhibition above about 32%;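 also: 0% = median of test compound wells and 100% = reference inhibitor wells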
* marks the source's active call; other numbers are inactive results; & = joins results of further samples.

Results follow in this order: GPR151 activ	MITF inh	FBW7 activator	TEAD-YAP block
- CCOc1ccc(OCC(=O)NCc2ccco2)cc1
  0.1	3	-0.1	-6
- CC1CCN(C(=O)CCN2C(=O)c3ccccc3C2=O)CC1
  -1.5	-4	0.1	-16
- COc1ccc(CNC(=O)c2nn3c(c2Br)NC(c2ccc(Br)o2)CC3C(F)(F)F)cc1 (stereo unspecified)
  0.5	-7	0.0	-2
- CCN1C(=O)/C(=C\c2cc(C)ccc2O)SC1=S
  0.1	20	0.2	9
- COc1cc(C(=O)Nc2c(-c3ccccc3)nc3ccccn23)cc(OC)c1OC
  0.6	2	0.0	5
- O=C(CSc1nc(=O)n(CCCO)c2c1CCCC2)N1CCN(c2ccccc2)CC1
  -1.4	8	0.2	6
- CCOC(=O)CC(=O)CSc1nc2c(c(-c3cccs3)c1C#N)CCC2
  -0.4	4	0.2	5
- O=C(NCc1ccccc1)c1cnc(N2CCCC2)nc1
  -0.3	-23	-0.1	2
- FC(F)(F)Oc1ccc(CN2CCN(c3ncccn3)CC2)cc1
  1.2	10	0.0	8
- COc1cccc(N2CCN(c3ncnc4c3c(-c3ccccc3)cn4-c3ccc(F)cc3)CC2)c1
  1.8	-2	0.1	-2
- CCC(C)NC(=O)c1cnc(N2CCN(c3ccccn3)CC2)c2ccccc12 (stereo unspecified)
  -0.9	-1	-0.1	2
- CCCCC1C(C#N)=C(C)NC2=C1C(=O)CC(C)(C)C2 (stereo unspecified)
  -0.5	-1	0.1	3
- O=C(O)CN1C(=O)C(=O)/C(=C(\O)c2ccc([N+](=O)[O-])cc2)C1c1ccc(F)cc1 (stereo unspecified)
  -0.7	-1	-0.1	-2
- Cc1ccccc1N1C(S)=C(C#N)C(=O)NC1c1ccco1 (stereo unspecified)
  0.9	2	-0.4	-10
- COC(=O)CN1C(=S)N(c2ccc(OC)cc2)C(=O)C1CC(=O)Nc1ccc(F)cc1 (stereo unspecified)
  -1.0&1.4	19&-6	0.6&0.0	6&6
- O=[N+]([O-])c1ccc(C2=CC(c3ccccc3)n3nnnc3N2)cc1 (stereo unspecified)
  0.4	8	0.1	0
- COC(=O)CSc1nnc(-c2ccc(N(C)C)cc2)n1C
  -1.9	7	0.0	-2
- CCOC(=O)CSc1nc2cc3c(cc2c(=O)n1CCCCCC(=O)NCCc1ccc(OC)c(OC)c1)OCO3
  -1.4	6	0.2	5
- CCOC(=O)c1nc(Nc2cc(Oc3ccccc3)cc([N+](=O)[O-])c2)c2ccccc2n1
  1.5	-73	0.3	1
- O=C(NNC(=O)c1ccc(O)cc1O)c1ccc(-c2ccccc2)cc1
  0.2	8	-0.4	-18
- COc1ccc(CCNC(=O)C2CC(=O)N(c3ccc(C(C)(C)C)cc3)C2)cc1OC (stereo unspecified)
  -0.2	-2	0.1	-12
- CC(C)CCNC(=O)NCc1noc2ccccc12
  -1.9	-15	0.1	-54
- CCC(=O)Nc1nnc(SCc2cc(=O)c(OC(=O)c3ccc(F)cc3)co2)s1
  1.2	21	0.1	1
- O=C(COC(=O)C1=NNC(=O)CC1)NCc1ccc(Cl)cc1
  -1.3	-5	-0.1	-2
- CCOC(=O)c1c(-c2ccc(C)cc2)csc1NC(=O)c1ccccc1C(=O)O
  -0.1	0	0.0	5
- O=C(CCc1nc2ccccc2[nH]1)N1CCN(C2CCCCC2)CC1
  0.1	1	-0.4	-35
- CCCCOc1ccc(C2C(C#N)=C(N)OC3=C2C(=O)CCC3)cc1OC (stereo unspecified)
  0.9	-1	0.1	-7
- CC(C)NC(=O)Cn1nc2c3ccccc3nc(Cc3ccccc3)n2c1=O
  0.5	5	0.2	7
- CCOc1ccccc1C(=O)NCCc1cn2ccsc2n1
  -0.7	7	0.0	27
- CCN1CCN(CCCNC(=O)Cn2c3ccccc3c3nc(=O)cc(C)n32)CC1
  -0.3	9	1.6	-1
- C/C(=N\Nc1ccccc1[N+](=O)[O-])c1ccco1
  -0.2	29	-1.2	-65
- c1ccc(Oc2ccc(CN3CCCCC3)o2)cc1 (tested in a mixture with another compound)
  -0.3	42	-0.1	-4
- Cc1ccccc1CN1CCN2C(=O)[C@H](CO)N(C)C(=O)[C@H]2C1
  -1.2	14	0.0	-3
- CCOC(=O)c1cnc2c(C)cc(Cl)cc2c1Nc1cccc(C(C)=O)c1
  -2.1	-6	0.1	-1
- CC(C)Oc1ccc(C2Oc3ccccc3C3CC(c4cccs4)=NN32)cc1 (stereo unspecified)
  -0.8	3	-0.1	-40
- Cc1ncc2c(c1CNC(=O)CSc1ccccc1)CCN(C(=O)CN1CCCC1)C2
  1.7	-20	0.2	-4
- CCCCOc1ccc(C(=O)On2c(-c3cc(OC)cc(OC)c3)nc3ccccc3c2=O)cc1
  -0.3	19	0.8	-2
- CC(C)NC(=O)C(=O)NCC1OCCCN1S(=O)(=O)c1cccs1 (stereo unspecified)
  -0.3	4	0.1	7
- O=C(Nc1cc(NC(=O)c2ccccc2)c(C(=O)O)cc1C(=O)O)c1ccccc1
  -0.7	-7	-0.1	-17
- CCCCc1ccc2nc(N)sc2c1
  -0.9	11	0.2	29
- CC(=O)N(C)c1ccc(NC(=O)/C=C/c2ccccc2)cc1
  0.1	13	0.8	-40
- O=C(Nc1ccc(NC(=O)c2cc(Br)ccc2Cl)cc1)c1ccc(Br)cc1
  0.1	-7	0.1	-12
- COc1ccc(N2CCN(C(=O)Cc3c(C(=O)O)[nH]c4ccccc34)CC2)cc1
  0.5	-7	0.0	-7
- Cn1c(=O)c2c(nc(Cl)n2CC(=O)c2ccc([N+](=O)[O-])cc2)n(C)c1=O
  -0.8	-4	-0.5	2
- CCCOC(=O)C1=C(C)N(CC)C(=O)NC1c1ccccc1Cl (stereo unspecified)
  0.0	-4	0.1	15
- CC(=O)Oc1ccc(-n2c(C)cc(C=C3C(=O)NC(=O)NC3=O)c2C)cc1
  -0.9	-6	-0.5	0
- COc1ccc(Nc2nc(C(=O)N3CCCCC3)cs2)cc1
  -0.9	16	-0.1	-12
- NS(=O)(=O)c1ccc(CCNC(=O)C2CCCO2)cc1 (stereo unspecified)
  0.6	3	-0.1	-1
- COc1ccccc1NC(=O)CSc1nnc(CC(=O)Nc2ccccc2)n1C
  0.4	-9	-0.3	-1
- CC(C)N(C(=O)COC(=O)c1cc(-c2ccco2)nc2ccccc12)C(C)C
  -0.9	54*	0.0	-4

Reprinted from the listing (2 entries):
Results follow in this order: GPR151 activ	MITF inh	FBW7 activator	TEAD-YAP block
- O=C(Nc1ccc(NC(=O)c2cc(Br)ccc2Cl)cc1)c1ccc(Br)cc1
  0.1	-7	0.1	-12
- COc1ccc(N2CCN(C(=O)Cc3c(C(=O)O)[nH]c4ccccc34)CC2)cc1
  0.5	-7	0.0	-7

Quoted at random: 4 records from the list
Results follow in this order: GPR151 activ	MITF inh	FBW7 activator	TEAD-YAP block
- CC(=O)Oc1ccc(-n2c(C)cc(C=C3C(=O)NC(=O)NC3=O)c2C)cc1
  -0.9	-6	-0.5	0
- CCCCOc1ccc(C(=O)On2c(-c3cc(OC)cc(OC)c3)nc3ccccc3c2=O)cc1
  -0.3	19	0.8	-2
- CCCCc1ccc2nc(N)sc2c1
  -0.9	11	0.2	29
- CCCCC1C(C#N)=C(C)NC2=C1C(=O)CC(C)(C)C2 (stereo unspecified)
  -0.5	-1	0.1	3

Further results.
smiles | GPR151 activ | MITF inh | FBW7 activator | TEAD-YAP block
CC1CCN(Cc2nnnn2CCCC(=O)N(C)CC2Cc3ccccc3O2)CC1 (stereo unspecified) | 0.0 | -1 | 0.0 | 11
Cc1ccc(N2C(=O)CC(NCc3ccc(F)cc3)C2=O)cc1 (stereo unspecified) | 0.0 | -4 | 0.0 | 7
O=C(CN(C(=O)c1csnn1)c1cccc2ccccc12)NC1CCCC1 | -0.1 | 23 | 0.0 | -2
Cc1cc(=O)[nH]c(-n2nc(C)c(CCC(=O)N3CCCc4ccccc43)c2C)n1 | 1.0 | 4 | -1.1 | 24
O=C(CCN1C(=O)c2ccccc2C1=O)C[N+](=O)[O-] | 0.0 | -1 | -0.1 | 7
COc1ccccc1/C=N/NC(=O)c1ccc(O)cc1O | -1.1 | 20 | 0.5 | -4
COc1ccc(CC(=O)Nc2ccc(S(=O)(=O)N(C)Cc3ccccc3)cc2)cc1 | -1.5 | -10 | -0.3 | -4
O=C(C1COc2ccccc2O1)N1CCCC1 (stereo unspecified) | 1.7 | 1 | 0.0 | -3
CC(=O)N1CCSc2cc(S(=O)(=O)Nc3ccc(C(C)C)cc3)ccc21 | 0.3 | -10 | -0.3 | -10
COc1cc(/C=C(/NC(=O)c2ccccc2)C(=O)NCCCO)c([N+](=O)[O-])cc1OC | 0.3 | -9 | -0.8 | 6
Fc1ccccc1CN1CCC(N2CCCCC2)CC1 | -0.5 | -19 | -0.1 | 5
O=C(N1CCN(C(c2ccccc2)c2ccccc2)CC1)C12CC3CC(CC(C3)C1)C2 | 0.6 | 0 | 0.1 | 3
Cc1ccc(C(=O)Nc2c3c(nn2-c2ccc(F)cc2)CS(=O)(=O)C3)cc1 | 0.9 | -5 | 0.1 | -9
COc1ccc(C2=NC(c3ccc(OC)c(Br)c3)NC(c3cc(Cl)ccc3O)C2)cc1 (stereo unspecified) | -0.1 | 1 | -0.1 | -21
O=C(Nc1ccc(Cl)c(C(F)(F)F)c1)N1CCC2(CC1)OCCO2 | 0.4 | -11 | 1.1 | -24
Cc1ccsc1C=NCCc1ccc(S(N)(=O)=O)cc1 | 2.1 | 7 | 0.4 | -3
CCOc1c(C#N)c(C#N)c2nc(C)cc(C)n12 | 0.7 | -19 | 0.1 | -12
COc1ccc(/C=N\NC(=O)c2ccc([N+](=O)[O-])cc2)c(OC)c1 | -0.8 | 16 | 0.0 | -2
N#CC1=C(N)N(c2sc3c(c2C#N)CCCCC3)C2=C(C(=O)CCC2)C1c1cc(Br)cs1 (stereo unspecified) | 1.2 | 0 | -0.1 | -3
O=C(c1cccs1)N1CC(C(=O)N2CCN(c3ccccc3Cl)CC2)C1 | 0.9 | 4 | -0.2 | 5
CCCC(C)NC(=O)c1ccccc1Br (stereo unspecified) | 0.0 | 16 | 0.1 | -2
COc1ccc(-c2csc(Nc3ccc(N(C)C)cc3)n2)cc1OC | -1.9 | 26 | 0.0 | -22
CC(C)CC(=O)NC(=S)N1CCN(c2ccc([N+](=O)[O-])cc2Cl)CC1 | 2.0 | -13 | -0.1 | 0
CCOC(=O)c1c(NC(=O)CSc2n[nH]c(N)n2)sc(C)c1C | 0.2 | -7 | -0.2 | -9
COc1ccc(C(=O)Nn2c(CC(C)C)nc3ccccc3c2=O)cc1OC | -0.6 | 0 | 0.1 | 10
O=[N+]([O-])c1ccc(Br)c2ccncc12 | 4.0 | 19 | 0.3 | 62*
CCOC(=O)c1sc(NC(NC(C)=O)C(Cl)(Cl)Cl)c(C(=O)OCC)c1C (stereo unspecified) | 0.2 | -9 | 0.0 | 19
COc1ccc(/C=N/n2c(-c3ccco3)nc3ccccc3c2=O)cc1 | -3.6 | 4 | -0.1 | -14
Cc1ccc(C)c(Cc2c(C)nc3nc(SCc4ccccc4C)nn3c2C)c1 | -0.4 | 13 | 0.1 | 1
CCCC(C)NC(=O)c1ccc(CN2CCOCC2)cc1 (stereo unspecified) | -0.1 | 2 | 0.0 | -13
c1ccc(-c2cnc(N3CCC4(CC3)OCCO4)nc2)cc1 | -11 | 2 | 0.0 | 70*
Cc1ccc(Cl)cc1N(CC(=O)N1CCC(C(N)=O)CC1)S(C)(=O)=O | -0.6 | 26 | 0.1 | -11
N#Cc1ccc(NC(=O)C(=O)NCc2ccc(F)cc2)cc1 | -0.7 | 1 | 0.3 | 5
Nc1c(Br)cc(Br)c2cccnc12 | -0.1 | -15 | -0.2 | -2
COc1nc(NCc2cccc(C(F)(F)F)c2)nc(-c2cccc(C(C)=O)c2)n1 | -0.5 | -6 | 0.0 | -8
COc1ccc(-n2nc(C(=O)NCC(=O)N(C)Cc3ccccc3)c3ccccc3c2=O)cc1OC | 0.2 | 4 | 0.1 | 16
CCCCc1ccc(C#N)c(SCC(=O)c2ccc(C(=O)CSc3nc(CCCC)ccc3C#N)cc2)n1 | 0.2 | -16 | 0.2 | 0
CC(C)CCNC(CC(=O)Nc1cccc(Cl)c1)C(=O)O (stereo unspecified) | 1.1 | -6 | 0.0 | 5
CC(C)(C)C(=O)Nc1nc2c(F)cccc2s1 | -0.2 | 2 | -0.1 | 6
COc1ccc(S(=O)(=O)Nc2ccc3c(c2)CN(C(=O)c2ccccc2)CC3)cc1C | -2.1 | -8 | 0.0 | 6
Cn1c(SCC(N)=O)nc2cccnc21 | -0.6 | -1 | -0.2 | 2
Cc1nc(SCC(=O)Nc2cccc(F)c2)c2c(=O)n(C)c(=O)n(C)c2n1 | -0.8 | -7 | 0.6 | -1
CCOC(=O)CN(Cc1ccc(Cl)cc1)S(=O)(=O)c1cccc(C(F)(F)F)c1 | 1.5 | -30 | 0.0 | 2
COc1ccc(/C=C/C(=O)NCCNC(=O)/C=C/c2ccc(OC)c(OC)c2)cc1OC | 0.7 | 9 | 0.0 | 16
COc1ccc(NC(=O)C(=O)NCCc2ccc(OC)c(OC)c2)c(OC)c1 | -1.6 | 6 | -0.1 | 3
Cn1nnnc1SCc1nnc(-c2cccs2)o1 | 7.6* | 2 | 0.1 | -21
Nc1ccccc1NC1=CC(=O)CC(c2ccccc2)C1 (stereo unspecified) | -0.2 | -8 | 0.1 | -10
CCN(Cc1nc(-c2ccc(C)cc2)no1)C(=O)Nc1cccc(Cl)c1 | -1.8 | 15 | 1.4 | 8
O=C(CCc1nc2ccccc2s1)OCc1ccc([N+](=O)[O-])cc1 | -0.1 | 7 | 0.2 | 6
COc1ccc(CN=Cc2c(O)[nH]c(=O)[nH]c2=O)cc1 | 1.1 | 2 | -0.1 | 9
O=C(CCC1CCCN(Cc2nc3ccccc3s2)C1)N1CCN(c2ccccn2)CC1 (stereo unspecified) | -0.8 | -16 | -0.2 | 4
Cc1ccc(C(=O)N/C(=C/c2ccco2)C(N)=O)cc1 | 0.4 | -1 | -0.3 | 9

Screens as filed in PubChem.
